Bioassay records deposited in PubChem BioAssay by National Center for Advancing Translational Sciences (NCATS).
TSG101-PTAP inh: blocks PTAP/TSG101 interaction to inhibit HIV-1 budding. Q99816. Fluorescence polarization, FITC-PTAP peptide / Tsg101 binding. Potency, µM (highest dose often 115 µM), for inactives: at the highest dose activity change, negative = inhibition, most hits filed as inhibitors. 340,000 tested, under 10 active. AID 493005; active means well fitted inhibition curve with a large enough effect in the main read-out, with a control signal flat, not every such curve was filed as active; inconclusive means small, poorly fitted or top-dose-only effect, or effect the other way, or a change in a side signal; inactive means no such curve, though single readings can be large or run the other way; further: potency means the concentration at half of the fitted maximal effect; % of control where 0% means no effect
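Compounds were pin-transferred onto Tsg101 binding domain (10 uM final) in HEPES pH 7.5 buffer, then FITC-PTAP peptide was added at 50 nM final. After 20 min at RT, polarization reported peptide displacement across a qHTS concentration series.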
BCR signal inh: chronic active BCR signaling inhibition; ABC-DLBCL IkBa-CBG/CBR reporter, luminescence ratio, 4 h; 340,000 tested, 0.05% active; AID 493014; Potency, µM (highest dose often 46.1 µM), for the others: at the top dose ratio change, negative = lower green/red ratio, usual class: inhibitors; active means well fitted inhibition curve with a large enough effect in the signal ratio, with a control signal flat, not every such curve was filed as active; inconclusive means small, poorly fitted or top-dose-only effect, or effect the other way, or a change in a side signal; the % refers to the signal ratio;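 further: potency means the concentration at half of the fitted maximal effect; plate controls were basal doxycycline-induced cells for no effect and cells given 10 µM MG132 for full effect; MG132 reads +100%, hits lower the ratio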
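Concentration-response series (up to 46 uM) were applied to TMD8 dual-reporter cells for 4 h at 37C with doxycycline. Green/red ratio, after filter-overlap correction, defined %Activity; red signal alone was normalised to basal cells and zero luminescence.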
Eya2 phos inh: blocks the phosphatase activity of human Eya2; 330,000 tested, 0.006% active; Potency, µM (doses to about 76.9 µM), for the others: at the top dose activity, negative = inhibition, most hits filed as inhibitors; recombinant Eya2, OMFP fluorescence dephosphorylation (OMFP is methylfluorescein phosphate); further: potency means the concentration at half of the fitted maximal effect; on the % scale 0 is the no-effect control and ±100 the full control effect
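Eya2 protein (added as 0.2 uM solution) was preincubated with compound for 10 min at ambient temperature in 50 mM HEPES pH 7.5, 50 mM NaCl, 5 uM MgCl2, 0.05% BSA, 1 mM DTT. OMFP (added at 50 uM) then reacted 10 min; fluorescence read at 485/525 nm.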
ELG1 DNA repair: inhibitors of ELG1-dependent DNA repair in HEK293T cells | 330,000 tested, 2.3% active | AID 504467 | HEK293T ELG1-luciferase reporter, luminescence, 16 h; DNA damage induced by 5-fluorouridine | Potency, µM (series often up to 46.1 µM), for the others: at the highest dose activity change, negative = inhibition, usual class: inhibitors; further: potency means the concentration at half of the fitted maximal effect; on the % scale 0 is the no-effect control and ±100 the full control effect; nearly all actives have a fitted effect of over 55% in size
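Quantitative HTS, concentration-response format. 2,000 cells/well co-treated with 5-fluorouridine and compound, 16 hr in 5% CO2 at 37 °C; ONE-Glo luminescence read after 30 min.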
TCR activator: T cell receptor activation | Potency, µM (highest dose often 9.22 µM), inactives show top-dose activation of IL-2 secretion, usual class: activators | 330,000 tested, under 10 active | primary human leukocytes, anti-CD3, IL-2 HTRF, 48 h | AID 504894; further: % of control where 0% means no effect
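Compounds are tested in HTS on primary human leukocytes co-incubated with a-CD3 beads for 48 hr. IL-2 output is measured by time-resolved FRET.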
B2AR arrestin: agonists driving beta-arrestin recruitment to human beta2-adrenergic receptor; beta-arrestin recruitment to beta2AR, cell-based reporter; P07550; Potency, µM (top dose mostly 46.1 µM), without a hit: top-dose activation, actives largely listed as activators; 330,000 tested, 0.02% active; AID 492947;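 further: potency means the concentration at half of the fitted maximal effect; 0% = DMSO controls and full agonism = EC100 isoproterenol or metaproterenol; nearly all actives have a fitted effect of over 65% in size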
Target sequence (P07550 whole entry, looked up): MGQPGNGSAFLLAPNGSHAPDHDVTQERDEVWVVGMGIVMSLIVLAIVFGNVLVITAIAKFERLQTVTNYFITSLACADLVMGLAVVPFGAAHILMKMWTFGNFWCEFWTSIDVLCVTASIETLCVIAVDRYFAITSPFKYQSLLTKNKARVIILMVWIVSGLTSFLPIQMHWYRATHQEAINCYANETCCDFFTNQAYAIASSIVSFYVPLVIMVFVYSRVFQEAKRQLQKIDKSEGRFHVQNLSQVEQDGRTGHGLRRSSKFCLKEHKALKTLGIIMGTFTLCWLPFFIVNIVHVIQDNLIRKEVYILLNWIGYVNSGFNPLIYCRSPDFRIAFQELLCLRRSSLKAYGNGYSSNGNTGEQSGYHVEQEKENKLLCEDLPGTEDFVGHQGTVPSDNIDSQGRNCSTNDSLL
uPA surface inh: blocks generation of uPA at the cell surface. Potency, µM (doses to about 38.3 µM), without a hit: top-dose activity change, negative = inhibition, hits mostly inhibitors. 330,000 tested, 0.31% active. AID 540303. cell surface uPA generation assay, qHTS; active means well fitted inhibition curve with a large enough effect; inconclusive means small, poorly fitted or top-dose-only effect; inactive means no such curve, though single readings can be large or run the other way; tested in mouse RAW 264.7 cells; further: potency means the concentration at half of the fitted maximal effect; on the % scale 0 is the no-effect control and ±100 the full control effect; nearly all actives have a fitted effect of over 55% in size
Tb PFK block: T. brucei PFK enzyme inhibition. O15648. T. brucei PFK, ADP-Glo luminescence. Potency, µM (top dose mostly 57.5 µM), for the others: at the highest dose activity, negative = inhibition, most hits filed as inhibitors. 330,000 tested, 0.17% active. AID 485367;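 further: potency means the concentration at half of the fitted maximal effect; 0% = uninhibited 1x PFK enzyme wells and -100% = no-enzyme wells; nearly all actives have a fitted effect of over 60% in size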
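In TEA buffer at pH 8.0 with 5 mM MgCl2, enzyme (1.25 nM) converted F6P (0.5 mM) and ATP (0.1 mM) for 45 min at room temperature. ADP product was read by luciferase luminescence.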
USP2a inh: blocks human ubiquitin-specific protease USP2a; O75604; USP2 core, Ub-CHOP2 coupled fluorogenic reporter, 485/531; Potency, µM (titrated, usually from 38.3 µM), for the others: at the highest dose activity change, negative = inhibition, hits mostly inhibitors; 330,000 tested, 0.01% active;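 further: potency means the concentration at half of the fitted maximal effect; plate controls were DMSO wells for no effect and full inhibition by NEM control for full effect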
Target sequence (O75604 whole entry, looked up): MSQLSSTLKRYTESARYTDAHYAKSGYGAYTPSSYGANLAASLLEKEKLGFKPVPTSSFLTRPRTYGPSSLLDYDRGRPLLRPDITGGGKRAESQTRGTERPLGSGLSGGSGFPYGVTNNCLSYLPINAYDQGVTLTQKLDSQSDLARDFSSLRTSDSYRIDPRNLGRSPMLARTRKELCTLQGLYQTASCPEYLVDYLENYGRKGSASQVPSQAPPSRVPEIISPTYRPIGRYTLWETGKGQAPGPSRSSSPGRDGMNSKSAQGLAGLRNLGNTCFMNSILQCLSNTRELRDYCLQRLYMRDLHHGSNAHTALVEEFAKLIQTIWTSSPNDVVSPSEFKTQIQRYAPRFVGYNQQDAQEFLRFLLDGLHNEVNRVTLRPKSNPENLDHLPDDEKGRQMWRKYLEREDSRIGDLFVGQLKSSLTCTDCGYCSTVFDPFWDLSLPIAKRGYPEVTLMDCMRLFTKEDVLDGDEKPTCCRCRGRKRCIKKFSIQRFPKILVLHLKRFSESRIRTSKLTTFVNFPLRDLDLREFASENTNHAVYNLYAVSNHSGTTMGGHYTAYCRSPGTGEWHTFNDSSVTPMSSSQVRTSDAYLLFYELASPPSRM
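USP2 core (10nM final) preincubated 30min RT with compound in 20mM Tris-HCl pH 8.0, 2mM CaCl2, 2mM beta-mercaptoethanol, 0.05% CHAPS; 25nM Ub-CHOP2 plus 25nM reporter substrate added, fluorescence (Ex485/Em531) read after 60min.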
Mito fusion yeast: blocks mitochondrial division or promotes mitochondrial fusion; S. cerevisiae fusion-defective mutant growth rescue, CellTiterGlo 48 h; AID 485298; Potency, µM (doses to about 46.1 µM), without a hit: at the highest dose growth rescue (activation), hits mostly activators; 320,000 tested, 0.23% active;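 further: potency means the concentration at half of the fitted maximal effect; % of control where 0% means no effect; nearly all actives have a fitted effect of over 45% in size; temperature-sensitive fusion mutants such as fzo1-1 at 37 °C on non-fermentable ethanol glycerol medium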
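Growth-rescue viability read-out: after 48 h at the non-permissive 37C in glycerol/ethanol YPEG, yeast mitochondrial fusion mutants are measured by CellTiterGlo luminescence; compounds (23 nl pinned per well) restoring growth score as division inhibitors or fusion activators.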
TSHR antagonist: antagonists of human thyroid stimulating hormone receptor; activity change, negative = inhibition, % at 11.5 µM; 330,000 tested, 0.2% active; TSHR-expressing cells, TSH-stimulated cAMP HTRF, 2 h; stronger effect = lower value; P16473;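 active means activity change below a set negative limit, meaning inhibition stronger than a set level, cut at about -70% in these data; inconclusive means activity change between two set negative limits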; further: on the % scale 0 is the no-effect control and ±100 the full control effect
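Antagonism was scored as loss of TSH-driven cAMP in TSHR cells, stimulated with 4nM TSH (EC80) for 2 hours at 37 deg C and detected by homogeneous HTRF competition immunoassay.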
An asterisk follows results filed as active; ? = inconclusive; . = no result given; [ ] = remark or other dose. Unless noted, the call rests on the fitted dose curve; in most records, active means well fitted curve in the direction sought with a large enough effect; inconclusive means small, poorly fitted or top-dose-only effect, or another doubt; inactive means no such curve, though single readings can be large; an effect the other way counts as inactive or inconclusive.

Results follow in this order: TSHR antagonist	USP2a inh	BCR signal inh	uPA surface inh	B2AR arrestin	Mito fusion yeast	TSG101-PTAP inh	Eya2 phos inh	ELG1 DNA repair	TCR activator	Tb PFK block
O=C(O)CC(Cn1[nH]nnc1=S)c1ccccc1 (stereo unspecified)
 : 10	-2%	-25%	4%	-0.1%	-1%	-3%	2%	?	-2%	3%
CCN(CC)c1ccc(NC(=O)C2=CCN(S(=O)(=O)c3ccc(F)cc3)CC2)c(C)c1
 : -3	1%	4%	-18%	-0.2%	4%	0%	-3%	-9%	8%	-3%
COc1ccc(CNC(=O)COC(=O)Cc2ccc(Br)cc2)cc1
 : -8	2%	3%	6%	-0.9%	.	2%	-22%	6%	3%[46.1 µM]	0%
C/C(=N/Nc1ccccc1[N+](=O)[O-])c1ccc([N+](=O)[O-])cc1
 : -3	1%	2%	2%	-1.0%	-1%	0%	-7%	14%	-2%	1%
N#Cc1ccc(COC(=O)C2CC(=O)N(CCc3ccccc3)C2)cc1 (stereo unspecified)
 : 8	-8%	-1%	4%	-0.4%	8%	1%	4%	14%	0%	-3%
Cc1c(C(=O)Nc2cccc(S(=O)(=O)N3CCOCC3)c2)oc2ccccc12
 : -26	1%	1%	-4%	-1.1%	.	-5%	3%	?	-3%	5%
CCCCCC#CCN1CCN(C23CC4CC(CC(C4)C2)C3)CC1
 : -6	1%	-3%	-32%	-4.0%	5%	-3%	1%	-1%	-2%	-3%
CC(=O)c1nc2ccccc2n1CCc1ccccc1
 : -9	4%	-3%	-9%	-0.1%	-4%	-4%	6%	-10%	13%	-1%
COc1cccc(C(=O)Nn2c(C)nnc2-n2nc(C)cc2C)c1
 : -10	1%	6%	-2%	-0.1%	-2%	-5%	8%	-2%	4%[46.1 µM]	-2%
CCCN1CCC2(CC1)NC(C(=O)O)Cc1c2[nH]c2ccccc12 (stereo unspecified)
 : 11	6%	1%	-4%	-0.9%	-12%	1%	7%	6%	0%	1%
Cc1ccc(NCc2nnc(SCC(=O)NCc3ccco3)n2CC2CCCO2)c(C)c1 (stereo unspecified)
 : -4	0%	11%	2%	-0.4%	-1%	-8%	9%	-1%	.	-4%
CC(=O)c1c(C)[nH]c(C(=O)NCCc2c[nH]c3ccccc23)c1C
 : 9	1%	-25%	-5%	0.2%	6%	-3%	9%	?	2%	1%
O=C(CCNS(=O)(=O)c1ccccc1C(F)(F)F)N1CCN(S(=O)(=O)c2cccc(F)c2)CC1
 : -8	-4%	1%	-2%	-0.1%	-5%	-3%	-14%	-3%	4%	7%
COc1ccc(OC)c(CNC(=O)Cn2nc(C)c3c(C)n(-c4ccc(C)cc4)nc3c2=O)c1
 : -11	1%	-4%	-27%	-0.7%	0%	-5%	4%	8.2µM*	-2%	-1%
COc1ccccc1OCCn1cc(C(=O)O)c2ccccc21
 : 3	-5%	-18%	-7%	-0.3%	-3%	0%	6%	-3%	-5%	19%
COC(=O)COc1ccc(S(=O)(=O)Nc2cc([N+](=O)[O-])ccc2C)cc1
 : -24	0%	?	2%	0.2%	-6%	-1%	11%	2%	2%	-8%
CC(CN1CCN(C)CC1)OC(=O)c1ccc(F)cc1 (stereo unspecified)
 : -3	1%	7%	6%	0.2%	26%	1%	-9%	7%	2%	-1%
Cc1ccc2[nH]c3c(c2c1)CCCC3C(N)=O (stereo unspecified)
 : -10	6%	9%	-6%	-0.3%	-1%	-3%	-8%	8%	0%[46.1 µM]	3%
COc1ccc(C(=O)N/N=C(\c2ccccc2)c2ccccn2)cc1
 : 10	-6%	-9%	12%	7.7%	6%	2%	1%	?	-5%[46.1 µM]	0%
CSc1nc2ncc(-c3ccsc3)c(N)n2n1
 : 5	-10%	-3%	2%	-0.2%	14%	2%	0%	?	-13%	-1%
O=C(C[C@H]1C/C=C\CCC(=O)OC[C@H]2CCCN2C1=O)NCCO
 : 0	0%	-5%	14%	-1.2%	.	.	10%	25%	8%	1%
Cc1ccc(C)c(N2CCN(c3cnn(-c4nc5ccccc5s4)c(=O)c3Cl)CC2)c1
 : 2	0%	-19%	1%	0.1%	0%	-1%	-8%	?	-2%[46.1 µM]	-4%
COc1ccc(-c2[nH]ncc2CN2CCN(c3ccccn3)CC2)c(OC)c1
 : 8	3%	9%	1%	-0.1%	4%	-6%	-10%	-5%	-3%	-2%
O=C(Cc1ccccc1)N1CCN(c2ccc([N+](=O)[O-])cc2)CC1
 : 13	-8%	4%	-5%	-0.1%	?	-1%	-2%	?	-2%	3%
CCOC(=O)C1(C)NC(c2cccs2)C2C(=O)N(c3ccccc3)C(=O)C21 (stereo unspecified)
 : -4	4%	4%	1%	0.2%	10%	-1%	-5%	18%	2%	-1%
CC(C)(C)OC(=O)CNC(=O)c1[nH]cnc1C(=O)N[C@@H](CCCCNC(=O)OC(C)(C)C)C(=O)OC(C)(C)C
 : -1	0%	1%	14%	-0.4%	10%	2%	-15%	?	4%	-1%
Cc1ccc(Cn2nnc3c(=O)n(CC(=O)NCc4ccc5c(c4)OCO5)cnc32)cc1
 : -3	0%	2%	-18%	-0.7%	-1%	1%	-13%	?	-5%[46.1 µM]	-5%
Cc1ccc(S(=O)(=O)CCC(O)c2ccc(Cl)cc2)cc1 (stereo unspecified)
 : 11	5%	0%	1%	-1.0%	16%	2%	5%	-16%	1%	3%
Cc1ccc(NC2=CC(=O)CC(c3ccccc3)C2)cc1 (stereo unspecified)
 : -5	2%	?	-4%	-0.5%	-12%	-3%	3%	?	-1%[46.1 µM]	-3%
O=C(NCCSCc1ccccc1)c1ccccc1
 : 1	-1%	?	0%	-0.5%	1%	-2%	14%	8%	7%[46.1 µM]	0%
Cc1cc(C(=O)OCC(=O)c2ccc3c(c2)NC(=O)CO3)c2ccccc2n1
 : -13	3%	-9%	.	0.0%	-2%	-6%	-30%	-22%	2%	0%
COc1ccnc(Oc2ccc(F)cc2)c1C(=O)N/C=N/OCc1ccc(F)cc1
 : -2	-3%	-5%	-2%	-0.9%	19%	-4%	15%	6%	3%	-7%
CC(C)Cc1nc(N2CCN(C(=O)c3ccco3)CC2)c(C#N)c2c1CCCC2
 : 2	1%	15%	5%	0.0%	-25%	-4%	-15%	1%	-3%	3%
O=[N+]([O-])c1ccc(NC(=S)N2CCN(c3ccc(F)cc3)CC2)cc1
 : -24	0%	1%	-5%	0.0%	-10%	1%	9%	-4%	3%	-4%
CCOC(=O)CSc1nnc(CNc2cccc(Cl)c2)n1-c1ccccc1
 : 2	1%	7%	1%	0.0%	2%	3%	-17%	4%	-3%	1%
CC(C)c1nnc(NC(=O)CCC(=O)NC2CCCCC2)s1
 : 2	2%	2%	-8%	-0.6%	4%	-10%	9%	0%	-1%	-2%
O=C(/C=C/c1ccccc1)NC(=S)Nc1ccc2c3c(cccc13)CC2
 : -7	7%	0%	-1%	-0.3%	-2%	-3%	9%	15%	-1%[46.1 µM]	1%

Structures shown so far with an aryl thioether with sulfur outside any ring, in the order listed:
Results follow in this order: TSHR antagonist	USP2a inh	BCR signal inh	uPA surface inh	B2AR arrestin	Mito fusion yeast	TSG101-PTAP inh	Eya2 phos inh	ELG1 DNA repair	TCR activator	Tb PFK block
Cc1ccc(NCc2nnc(SCC(=O)NCc3ccco3)n2CC2CCCO2)c(C)c1 (stereo unspecified)
 : -4	0%	11%	2%	-0.4%	-1%	-8%	9%	-1%	.	-4%
CSc1nc2ncc(-c3ccsc3)c(N)n2n1
 : 5	-10%	-3%	2%	-0.2%	14%	2%	0%	?	-13%	-1%
CCOC(=O)CSc1nnc(CNc2cccc(Cl)c2)n1-c1ccccc1
 : 2	1%	7%	1%	0.0%	2%	3%	-17%	4%	-3%	1%

An unsorted share of the library; 3% or so of the library scored in one or more.
